GRIN3A LBD mod: NR3A (human) ligand-binding domain modulation. hit rate 2.5% among 340,000. NR3A LBD differential scanning fluorimetry, Tm shift; 0% = protein alone, 100% = glycine-bound protein. Tm shift relative to glycine control, % at 25 µM;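 active = melting temperature shift of at least 10% of the positive control shift, at one fixed dose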
CHOP UPR activ: activators of apoptotic arm of unfolded protein response (CHOP); hit rate 0.34% among 330,000; activation, % at 10 µM; AID 449763; CHO-CHOP luciferase reporter, UPR activation, luminescence; percent of tunicamycin response over DMSO baseline;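 active = at 10 µM dose, activation of 40% or more, normalized to positive control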;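 note: 100% = tunicamycin at 10 µg/mL and 0% = DMSO alone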
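Assay system: CHO cells with stable CHOP pathway luciferase reporter; Buffer or medium: F12 plus 10% serum; Times: 16-18 h cell attachment, then 6 h compound exposure, 37 °C; Signal: luciferase luminescence; Read-out basis: percent activation relative to tunicamycin control; Control set: tunicamycin high control, DMSO low control.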
APJ ag: agonists of human APJ apelin receptor. CHO-K1 APJ PathHunter beta-arrestin, luminescence; 0% DMSO wells, 100% apelin. activation, % at 20 µM. hit rate 0.11% among 330,000. AID 2520;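 active = activation more than six SD over the plate average, tested at 20 µM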;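 note: 0% = DMSO alone and 100% = apelin-13 at 10 nM; some results filed as inactive read as strong as hits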
Target sequence (P35414 whole entry, looked up): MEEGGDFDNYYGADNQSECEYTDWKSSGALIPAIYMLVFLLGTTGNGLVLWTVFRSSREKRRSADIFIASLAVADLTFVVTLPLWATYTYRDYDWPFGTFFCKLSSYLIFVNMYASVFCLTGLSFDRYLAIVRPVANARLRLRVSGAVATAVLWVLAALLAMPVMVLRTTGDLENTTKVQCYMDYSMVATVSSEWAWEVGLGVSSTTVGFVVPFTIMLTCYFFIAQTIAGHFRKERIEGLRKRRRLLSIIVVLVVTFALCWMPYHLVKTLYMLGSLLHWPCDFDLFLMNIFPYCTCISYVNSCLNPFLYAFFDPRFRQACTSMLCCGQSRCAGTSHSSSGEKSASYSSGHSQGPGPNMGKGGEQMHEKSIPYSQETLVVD
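Assay system: engineered CHO-K1 APJ arrestin reporter cells; Amount: 1000 CHO-K1 reporter cells seeded per well; Dosing: one dose, 20 µM compound, 1% DMSO; Times: compound stimulation 90 min at 25 °C, detection 60 min; Measured by: luminescent beta-gal fragment complementation, chemiluminescent substrate; Read-out: APJ–arrestin association signal; Controls: DMSO vs Apelin-13 10 nM.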
tim10-1 inh: growth inhibitors of tim10-1 mutant yeast. S. cerevisiae tim10-1 ts strain growth, BacTiter-Glo, 24 h. inhibition, % at 20 µM. hit rate 2.2% among 330,000. AID 463190;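 active = inhibition of at least 40%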;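 note: mutant grown at 25 °C; 0% = DMSO wells with yeast and 100% = wells holding no yeast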
UPR XBP1 act: adaptive UPR (XBP1) activation; AID 463104; hit rate 0.33% among 330,000; activation, % at 20 µM; CHO-XBP1 luciferase reporter, IRE1-XBP1 UPR activation, luminescence; percent of tunicamycin response, DMSO as zero;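 active = versus positive control, 20 µM dose yields 30% or more activation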;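 note: 100% = tunicamycin at 10 µg/mL and 0% = DMSO only wells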
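Material: CHO-XBP1 cells stably carrying IRE1-XBP1-driven luciferase reporter | Medium: F12 with 10% serum | Compound dosing: 20 µM single concentration, DMSO 1% | Incubation: Overnight seeding at 37 °C, 6 h compound treatment at 37 °C | Detection: Steady-Glo luminescence read | Read-out basis: % activation of reporter signal versus tunicamycin and DMSO controls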
TIM10 inh: inhibits growth of TIM10 yeast strain; inhibition, % at 10 µM; S. cerevisiae TIM10 strain growth, BacTiter-Glo luminescence, 24 h; hit rate 1.4% among 330,000;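 active = inhibition of 40% or more at the single tested concentration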;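 note: wild-type TIM10 isogenic control strain grown at permissive 25 °C; 0% = DMSO yeast wells and 100% = minimal medium wells without yeast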
tim23-1 inh: growth inhibitors of tim23-1 mutant yeast; AID 463212; inhibition, % at 20 µM; S. cerevisiae tim23-1 growth, BacTiter-Glo luminescence, 24 h; hit rate 1.3% among 330,000;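 active = growth inhibition of the mutant yeast at or above 50%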;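 note: temperature-sensitive mutant grown at 25 °C; plate controls were DMSO-treated mutant yeast for no effect and medium wells lacking yeast for full effect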
Mdm2-MdmX inh: disrupts the human Mdm2-MdmX interaction | AID 485346 | SaOS-2 split-luciferase Mdm2/MdmX complementation, luminescence | O15151+Q00987 | hit rate 3% among 330,000 | inhibition, % at 8 µM;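 active = inhibition of at least 50% at 8 µM in the primary screen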
NLRP3 yeast inh: inhibitors of NALP3 inflammasome in yeast; Yeast reconstituted NLRP3/ASC/caspase-1, beta-gal luminescence, 24 h; hit rate 0.39% among 330,000; inhibition, % at 10 µM; AID 2825;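 active = inhibition of 50% or more; inactive = inhibition below 50%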;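 note: plate controls were induced DMSO wells for no effect and uninduced yeast grown without galactose for full effect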
* marks the source's active call; other numbers are inactive results; x = not tested or not shown.

Each structure is followed by: GRIN3A LBD mod	CHOP UPR activ	APJ ag	tim10-1 inh	UPR XBP1 act	TIM10 inh	tim23-1 inh	Mdm2-MdmX inh	NLRP3 yeast inh
- COc1ccc(N(C(=O)c2snc(C(N)=O)c2N)C(C(=O)NCc2ccccc2)c2ccc(O)cc2)cc1OC (stereo not given)
 : 0	3.5	-2	7	2	11	2	11	8
- Cc1cc(C(=O)NCc2ccc(F)cc2)n(-c2ccccc2)n1
 : -1	0.1	-4	-5	2	-6	13	3	-7
- CC(=O)N1CCC2(CC1)CC(=O)c1cc(OCC(=O)NCc3ccc(C)cc3)ccc1O2
 : -1	-0.2	-2	12	-1	-7	19	-9	6
- O=C(O)c1cc(-c2cccc([N+](=O)[O-])c2)nc2ccccc12
 : 0	-0.4	-7	-5	-1	-7	3	-16	0
- CN1/C(=C\C(=O)c2cccnc2)Sc2ccccc21
 : -1	5.5	2	20	0	37	45	-176	41
- Cc1cc2nc(-c3ccc4c(c3)CCC4)ccn2n1
 : 0	1.4	-1	41*	1	-23	19	-9	17
- Cc1nc(-c2nc(-c3c(C(=O)NNC(=O)Nc4ccccc4)noc3C)cs2)cs1
 : 0	-0.2	0	-4	-3	12	12	1	5
- O=C(CSc1nnc(-c2cccnc2)o1)Nc1ccccn1
 : 0	-3.8	3	-1	2	-3	7	-35	0
- O=C(NC(c1ccccc1)c1ccccc1)C1CCCC1
 : 0	0.3	3	17	-1	17	17	-3	-45
- C[C@H]1COC(=O)[C@H](Cc2ccc(F)cc2)C/C=C\C[C@@H](CC(=O)NCCO)C(=O)N1
 : 1	2.3	-1	4	1	0	-3	-2	3

Each structure is followed by: GRIN3A LBD mod	CHOP UPR activ	APJ ag	tim10-1 inh	UPR XBP1 act	TIM10 inh	tim23-1 inh	Mdm2-MdmX inh	NLRP3 yeast inh
- O=C(COC(=O)CCc1ccc(S(=O)(=O)N2CCOCC2)cc1)NCc1ccccc1Cl
 : -1	1.3	-4	13	0	-5	5	-12	-9
- CC(C)NC(=O)Nc1cccc2c1O[C@H](CN(C)S(=O)(=O)c1ccccc1)[C@@H](C)CN([C@H](C)CO)C2=O
 : 1	-2.0	-1	-12	-2	-4	3	17	2
- CCN(CC)CCNC(=O)c1c(O)c2c([nH]c1=O)CCCC2
 : 2	-2.5	2	-26	-3	-6	-1	8	-1
- Cc1cc(OC(=O)c2cc(Cl)ccc2Cl)c([N+](=O)[O-])c(=O)[nH]1
 : -1	1.4	-4	10	-2	0	12	24	3
- CC(C)(C)C1CCC(=NNC(=O)c2ccc(Br)o2)CC1 (stereo not given)
 : 4	3.4	-3	-4	0	-8	2	3	-11
- CC(Sc1ccc(Cl)cc1)C(=O)NNC(=O)c1csc(N2CCOCC2)n1 (stereo not given)
 : 7	-0.2	12	6	-1	3	2	8	10
- CC1CCN(C(=O)C(NS(=O)(=O)c2cccc3nsnc23)C(C)C)CC1 (stereo not given)
 : -2	0.1	-7	19	-6	-4	14	4	11
- CC(C)Nc1nnc(SCC(=O)c2c(N)n(Cc3ccccc3)c(=O)n(C)c2=O)s1
 : -1	-0.6	-5	12	-5	-1	-6	26	-3
- O=C1CN(Cc2ccccc2)C(=NCc2ccco2)S1
 : 3	0.0	2	45*	2	4	34	-4	27
- COc1ccc(OCCCC(=O)OCC(=O)Nc2ccc(Cl)cn2)cc1
 : 3	0.6	1	5	-4	4	19	26	34

Each structure is followed by: GRIN3A LBD mod	CHOP UPR activ	APJ ag	tim10-1 inh	UPR XBP1 act	TIM10 inh	tim23-1 inh	Mdm2-MdmX inh	NLRP3 yeast inh
- O=C(NCC(=O)N(c1cccnc1)C(C(=O)NC1CCCC1)c1ccccc1F)c1ccco1 (stereo not given)
 : 0	-1.6	0	-3	1	5	17	2	3
- CC(C)C12CN(C(=O)c3ccccc3[N+](=O)[O-])CC(C(C)C)(CN(C(=O)c3ccccc3[N+](=O)[O-])C1)C2=O
 : 5	2.6	-5	12	0	20	24	17	14
- N#Cc1c(SCC(=O)O)nc(N2CCCCC2)c2c1CCCC2
 : -3	1.5	-3	30	-2	9	6	-3	11
- O=S(=O)(c1cccc(NC(=S)N2CCN(c3cccc(Cl)c3)CC2)c1)C(F)F
 : 26*	-2.8	0	25	0	30	7	52*	-39
- N/C(=N\c1nc(CSc2nnnn2-c2ccccc2)cc(=O)[nH]1)Nc1ccccc1
 : x	0.2	-2	-17	6	-2	-3	22	10
- CCOC(=O)C1[C@H]2C(=O)N(C(C)c3ccc(OC)cc3)C[C@]23C=C[C@H]1O3 (stereo not given in full)
 : 0	-1.6	-1	2	0	2	4	9	-1
- O=C(CSc1nnc(C2CCCCC2)n1Cc1ccccc1)NCc1ccco1
 : 0	1.3	-4	22	-2	24	16	-5	8
- Cc1cc(C)n(/N=C/c2cccs2)c(=O)c1C#N
 : 0	-0.8	-4	-3	-3	-19	19	10	2
- CCSc1nnc(NC(=O)Cn2cnc3ccccc3c2=O)s1
 : 2	1.9	-3	-13	-3	-29	-1	-19	-9
- CCc1ccc(Oc2nnnn2-c2ccc(C(N)=O)cc2)cc1
 : 0	-0.4	-2	16	0	19	21	23	-9

Each structure is followed by: GRIN3A LBD mod	CHOP UPR activ	APJ ag	tim10-1 inh	UPR XBP1 act	TIM10 inh	tim23-1 inh	Mdm2-MdmX inh	NLRP3 yeast inh
- Cc1nc(CC(=O)Nc2nc(-c3ccccc3)cs2)cs1
 : 3	1.7	-18	15	1	26	26	2	26
- O=C(CN1CCOCC1)N1CCc2ccccc2C(c2ccccc2)C1 (stereo not given)
 : 0	-0.1	-3	10	-5	16	-1	30	8
- O=C1C=CN2CCCC2CC1 (stereo not given)
 : -3	0.1	-2	-6	0	0	-6	-20	-6
- O=C(CSc1nnc(CNc2ccc(F)cc2)o1)N1CCN(C(=O)c2ccco2)CC1
 : -1	-1.9	-6	14	0	14	11	10	7
- COc1cc(NC(=O)COc2cccc(C)c2C)ccc1NC(=O)c1ccco1
 : -1	1.0	0	-32	-1	-6	-6	5	16
- O=C(Cc1ccccc1)Nc1cccc(NC(=O)c2ccccc2)c1
 : -12	0.6	0	2	-4	13	-1	4	-10
- O=C(Nc1ccccn1)C1CCN(c2ncnc3c2nc2n3CCCCC2)CC1
 : -1	-0.7	-2	-7	-1	5	13	18	12
- O=C(Cn1ncc2c3ccccc3n(Cc3ccccc3F)c2c1=O)NCCCN1CCCC1=O
 : -1	-0.5	-5	11	-2	8	8	19	-4
- COCc1cc(C)c2c(N)c(C#N)sc2n1
 : -2	-0.4	-4	-3	0	3	5	9	1
- CCCc1cc(=O)[nH]c(SCC(=O)c2[nH]c(C)c(C(=O)OCC)c2C)n1
 : 9	1.8	3	3	-3	1	3	-38	14

13 entries from above, reformatted:
Compound	GRIN3A LBD mod	CHOP UPR activ	APJ ag	tim10-1 inh	UPR XBP1 act	TIM10 inh	tim23-1 inh	Mdm2-MdmX inh	NLRP3 yeast inh
Cc1cc(C)n(/N=C/c2cccs2)c(=O)c1C#N	0	-0.8	-4	-3	-3	-19	19	10	2
CCSc1nnc(NC(=O)Cn2cnc3ccccc3c2=O)s1	2	1.9	-3	-13	-3	-29	-1	-19	-9
CCc1ccc(Oc2nnnn2-c2ccc(C(N)=O)cc2)cc1	0	-0.4	-2	16	0	19	21	23	-9
Cc1nc(CC(=O)Nc2nc(-c3ccccc3)cs2)cs1	3	1.7	-18	15	1	26	26	2	26
O=C(CN1CCOCC1)N1CCc2ccccc2C(c2ccccc2)C1 (stereo not given)	0	-0.1	-3	10	-5	16	-1	30	8
O=C1C=CN2CCCC2CC1 (stereo not given)	-3	0.1	-2	-6	0	0	-6	-20	-6
O=C(CSc1nnc(CNc2ccc(F)cc2)o1)N1CCN(C(=O)c2ccco2)CC1	-1	-1.9	-6	14	0	14	11	10	7
COc1cc(NC(=O)COc2cccc(C)c2C)ccc1NC(=O)c1ccco1	-1	1.0	0	-32	-1	-6	-6	5	16
O=C(Cc1ccccc1)Nc1cccc(NC(=O)c2ccccc2)c1	-12	0.6	0	2	-4	13	-1	4	-10
O=C(Nc1ccccn1)C1CCN(c2ncnc3c2nc2n3CCCCC2)CC1	-1	-0.7	-2	-7	-1	5	13	18	12
O=C(Cn1ncc2c3ccccc3n(Cc3ccccc3F)c2c1=O)NCCCN1CCCC1=O	-1	-0.5	-5	11	-2	8	8	19	-4
COCc1cc(C)c2c(N)c(C#N)sc2n1	-2	-0.4	-4	-3	0	3	5	9	1
CCCc1cc(=O)[nH]c(SCC(=O)c2[nH]c(C)c(C(=O)OCC)c2C)n1	9	1.8	3	3	-3	1	3	-38	14

The results go on.
Each structure is followed by: GRIN3A LBD mod	CHOP UPR activ	APJ ag	tim10-1 inh	UPR XBP1 act	TIM10 inh	tim23-1 inh	Mdm2-MdmX inh	NLRP3 yeast inh
- CCOC(=O)N(NC(=O)C(O)(CC(C)C)CC(C)C)c1ccccc1
 : -2	-0.6	-1	24	-3	-8	14	-2	-3
- O=C(NCc1ccc(N2CCCC2=O)cc1)Nc1cccc2ccccc12
 : -1	1.8	-4	3	-1	4	10	14	-4
- O=C(/C=C/Nc1ccccc1O)c1ccco1
 : 1	4.7	-1	-64	1	-50	-30	13	22
- CCCN1CCC(NC(=O)Nc2cccc3ccccc23)CC1
 : 1	-0.7	-2	-1	3	-6	15	-15	-7
- O=C(Cn1cnc([N+](=O)[O-])n1)N/N=C/c1cccc(Cl)c1
 : 4	-0.7	3	6	5	2	1	-27	-4
- CC(C)Cn1c(SCC(=O)NC(=O)Nc2ccc3c(c2)OCCO3)nc2ccccc2c1=O
 : 0	-1.2	4	1	1	0	18	19	22
- O=C(COC(=O)C1CC2CCCC(C1)C2=O)Nc1cccc(F)c1 (stereo not given)
 : -1	1.0	1	12	1	17	6	-8	-5
- O=C(OCC(=O)N1CCCC1)c1c2c(nc3ccccc13)CCCCC2
 : -3	-1.2	0	5	-2	7	11	5	15
- CCn1c(=S)sc2c(=O)n(CC(=O)Nc3ccc(C(C)=O)cc3)c(C)nc21
 : -7	2.1	-2	5	-2	15	-7	16	3
- OCC[C@@H]1C[C@H](O)[C@@H](O)[C@]2(Cc3ccccc3CCO2)O1
 : 1	2.1	3	0	2	5	12	-11	16

Each structure is followed by: GRIN3A LBD mod	CHOP UPR activ	APJ ag	tim10-1 inh	UPR XBP1 act	TIM10 inh	tim23-1 inh	Mdm2-MdmX inh	NLRP3 yeast inh
- CCCCOc1nc(N)nc(-c2ccccc2)n1
 : 1	-1.0	-1	8	2	1	12	-4	20
- CCOC(=O)c1cccc(N2C(=O)c3ccccc3S2(=O)=O)c1
 : 1	0.7	-2	25	0	-1	31	34	16
- CC1(OC(=O)CCc2ccccc2)C(=O)C=C2C=C3CCCN3C=C2C1=O (stereo not given)
 : 1	0.0	12	-6	0	1	3	19	3
- COc1ccc(NC(=O)CS(=O)CC(=O)N2CCN(C3CCCC3)CC2)cc1 (stereo not given)
 : 3	0.2	3	-5	1	14	5	-8	15
- CC(C)c1nc(CN2CCCCC2)cc(=O)[nH]1
 : -2	-0.1	-1	-1	-1	3	20	-18	19
